TRb SRC2 PPI: qHTS for Inhibitors of the Interaction of Thyroid Hormone Receptor and Steroid Receptor Coregulator 2; TRbeta-SRC2 peptide binding, fluorescence polarization; receptor liganded with 1 µM T3; Thyroid hormone receptor beta (Homo sapiens), P10828; Potency, µM (top dose mostly 106 µM), for inactives: at the top dose activity change, negative = inhibition, hits mostly inhibitors; actives 0.065% (n = 280,000);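 further: plate controls were bound peptide for no effect and peptide without receptor for full effect; nearly all actives have a fitted effect of over 50% in size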
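Fluorescence polarization of 20 nM Texas Red SRC2 peptide (20-aa NR interaction domain) bound to 0.6 uM human TRb ligand-binding domain, with 1 uM T3, after 5 hr at ambient temperature; inhibition seen as decreased polarization.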
Tau ThT inhib: qHTS for Inhibitors of Tau Fibril Formation, Thioflavin T Binding; recombinant tau K18 P301L, heparin-induced fibrillization, ThT fluorescence; Potency, µM (series often up to 57.4 µM), inactives show at the top dose activity, negative = inhibition, hits mostly inhibitors; actives 2.1% (n = 270,000); AID 1460, 2008; further: on the % scale 0 is the no-effect control and ±100 the full control effect; nearly all actives have a fitted effect of over 55% in size
Target sequence (P10636 561-689 P618L limits assumed): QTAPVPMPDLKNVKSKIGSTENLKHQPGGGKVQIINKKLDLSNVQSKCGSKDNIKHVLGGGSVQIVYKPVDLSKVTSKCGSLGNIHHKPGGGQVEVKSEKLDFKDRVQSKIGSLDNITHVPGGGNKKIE
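Recombinant human tau K18 fragment […] carrying P301L, 15 uM unlabeled plus 0.24 uM Alexa 594-labeled, was fibrillized with 20 uM heparin in 100 mM sodium acetate pH 7 for 6 hr at 37 C; 30 uM ThT fluorescence read after 1 hr.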
RECQ1 helicase: qHTS Assay for Inhibitors of RecQ-Like Dna Helicase 1 (RECQ1); ATP-dependent DNA helicase Q1 (Homo sapiens), P46063; RECQ1 DNA unwinding, red fluorescence kinetic read; Potency, µM (doses to about 57.3 µM), without a hit: at the highest dose activity, negative = inhibition, hits mostly inhibitors; actives 0.54% (n = 240,000); AID 2549, 2010;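 further: plate controls were vehicle for no effect and no enzyme for full effect; nearly all actives have a fitted effect of over 30% in size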
Target sequence (P46063 whole entry, looked up): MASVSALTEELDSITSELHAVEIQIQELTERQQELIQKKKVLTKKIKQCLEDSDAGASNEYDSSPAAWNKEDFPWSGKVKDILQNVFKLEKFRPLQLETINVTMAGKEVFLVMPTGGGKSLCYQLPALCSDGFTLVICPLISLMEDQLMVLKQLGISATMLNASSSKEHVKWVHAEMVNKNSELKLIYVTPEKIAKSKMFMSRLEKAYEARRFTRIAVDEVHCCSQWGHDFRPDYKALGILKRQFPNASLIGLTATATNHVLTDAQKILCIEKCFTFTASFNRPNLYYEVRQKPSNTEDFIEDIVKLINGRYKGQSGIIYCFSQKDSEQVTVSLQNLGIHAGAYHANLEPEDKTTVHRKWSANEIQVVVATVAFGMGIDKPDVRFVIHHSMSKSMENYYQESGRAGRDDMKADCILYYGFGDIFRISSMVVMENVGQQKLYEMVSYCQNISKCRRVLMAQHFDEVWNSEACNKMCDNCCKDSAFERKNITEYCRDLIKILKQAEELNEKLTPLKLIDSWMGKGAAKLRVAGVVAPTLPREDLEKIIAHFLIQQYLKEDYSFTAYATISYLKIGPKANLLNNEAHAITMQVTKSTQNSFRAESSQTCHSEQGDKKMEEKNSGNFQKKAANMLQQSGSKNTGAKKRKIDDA
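RECQ1T1 50 nM; forked duplex (20 bp + 30-nt ss tails) 200 nM, ATP 2 mM final; pH 8.0, 2 mM MgCl2, 2.5 ug/ml poly(dI-dC); 15 min compound preincubation; discontinuous kinetic read over 2 h at RT.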
TexasRed fluor: Total Fluorescence Counterscreen for Inhibitors of the Interaction of Thyroid Hormone Receptor and Steroid Receptor Coregulator 2 | TRb/SRC2 Texas Red total fluorescence interference | Potency, µM (doses to about 106 µM), inactives show at the top dose fluorescence change, negative = quenching | actives 0.29% (n = 280,000) | AID 1479, 2009; active means well fitted curve in either direction with a large enough effect; inconclusive means small, poorly fitted or top-dose-only effect; further: on the % scale 0 is the no-effect control and ±100 the full control effect
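Human TRb ligand-binding domain at 0.6 uM with 20 nM Texas Red SRC2 peptide in Tris buffer containing 1 uM T3 and 5% DMSO, incubated with compound 5 h at ambient temperature. Total fluorescence (555/632 nm) calculated as parallel + 2 × perpendicular.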
Tau FP inhib: qHTS for Inhibitors of Tau Fibril Formation, Fluorescence Polarization | K18 P301L tau heparin fibrillization, Alexa594 FP, 6 h | Potency, µM (highest dose often 57.7 µM), without a hit: at the top dose activity, negative = inhibition, most hits filed as inhibitors | actives 0.39% (n = 280,000) | AID 1468, 2008; further: on the % scale 0 is the no-effect control and ±100 the full control effect; nearly all actives have a fitted effect of over 55% in size
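Quantitative HTS format: compounds meet 15 uM recombinant K18 P301L tau and Alexa 594-tau tracer in 100 mM sodium acetate pH 7; 20 uM heparin triggers fibrillization at 37 C over 6 hr; FP gives the signal.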
L3MBTL1 inh: qHTS Assay for the Inhibitors of L3MBTL1 | Lethal(3)malignant brain tumor-like protein 1 (Homo sapiens), Q9Y468 | AlphaScreen L3MBTL1–H3K9me1 peptide binding | Potency, µM (series often up to 57.1 µM), inactives show at the top dose activity, negative = inhibition, most hits filed as inhibitors | actives 0.66% (n = 230,000); further: on the % scale 0 is the no-effect control and ±100 the full control effect; nearly all actives have a fitted effect of over 60% in size
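Read-out is AlphaScreen signal from streptavidin donor and nickel chelate acceptor beads (10 ug/mL final each) bridging L3MBTL1 (50 nM) and biotinylated K9-monomethylated H3(1-15) peptide (75 nM), after 30 min compound exposure at room temperature.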
Tau fluor counter: Counterscreen qHTS for Inhibitors of Tau Fibril Formation, Fluorescence Polarization. Potency, µM (top dose mostly 57.7 µM), inactives show at the top dose activity change, negative = decrease. actives 0.93% (n = 280,000). tau K18 P301L Alexa594 fluorescence, heparin fibrillization. AID 1463, 2008; further: on the % scale 0 is the no-effect control and ±100 the full control effect; nearly all actives have a fitted effect of over 55% in size
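Human tau K18 P301L (15 uM unlabeled, 0.24 uM Alexa 594-labeled) in 100 mM sodium acetate pH 7 with 20 uM heparin, 6 hr at 37 C. ThT 30 uM added, 1 hr ambient; Alexa 594 FP and total fluorescence read at 555/632 nm.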
HTT cytoprotect: qHTS Multiplex Assay to Identify Dual Action Probes in a Cell Model of Huntington: Cytoprotection (ATP) | PC12 HTT-Q103 induced, cytoprotection, ATP luminescence, 40 h | Potency, µM (top dose mostly 56.4 µM), without a hit: cytoprotection (ATP increase), hits mostly activators | actives 0.14% (n = 230,000);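 further: % of control where 0% means no effect; nearly all actives have a fitted effect of over 45% in size; toxic huntingtin expression switched on by the ecdysone agonist tebufenozide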
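Stable PC12 Q103-GFP cells in serum-supplemented, phenol red-free DMEM; induction by tebufenozide at 100 nM final; compound dose series; cell viability quantified luminescently from ATP.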
* hit, by the source's call; i = inactive; ? = inconclusive; / = no result given; & = joins results of further samples; ! = a repeat was not active; [ ] = another dose, or the depositor's remark. Unless noted, the call rests on the fitted dose curve; in most records, active means well fitted curve in the direction sought with a large enough effect; inconclusive means small, poorly fitted or top-dose-only effect, or another doubt; inactive means no such curve, though single readings can be large; an effect the other way counts as inactive or inconclusive. Potency means the concentration at half of the fitted maximal effect. A portion of the library, so the mix of outcomes need not match the whole.

mol	HTT cytoprotect	Tau ThT inhib	L3MBTL1 inh	RECQ1 helicase	TRb SRC2 PPI	Tau fluor counter	TexasRed fluor	Tau FP inhib
O=C(Nc1cccc(C(F)(F)F)c1)c1cc2nc(-c3ccccc3)cc(C(F)(F)F)n2n1	/	-7.2%	/	/	-10.7%	-8.6%	?	-8.3%
FC(F)(F)c1ccc(-c2nc(=S)[nH][nH]2)cc1	3.6%[10 µM]	/	/	3.6%	-0.1%	5.7%	-3.8%	-1.4%
c1ccc2c(Cc3c[nH]c4ccccc34)c[nH]c2c1	?	?	/	-1.3%	-4.9%&-6.0%&1.7%&-4.4%	15.8µM*![quencher]	-0.3%&-0.1%&-1.6%&0.6%	?
CCOc1ccc(C(=O)Nc2c3c(nn2C(C)(C)C)CSC3)cc1OCC	-9.1%[0.074 µM]	-13.5%	-4.7%	-1.2%	3.7%	-6.6%	1.2%	10.2%
COC(=O)CC1=NN(c2ccc(OC)cc2)C(=O)/C1=C\c1ccc(Cl)cc1	-8.4%[10 µM]	?	-2.7%	-15.3%	2.7%	?	-7.3%	?
O=C(C1CCCN(Cc2ccncc2)C1)N1CCc2ccccc2C1 (centres undefined)	-13.0%	-11.5%	-3.8%	i	-4.2%	-11.7%	-1.6%	2.3%
Cc1ccc(CC(=O)NCCCn2ccnc2)cc1	/	4.5%	5.7%	i	-2.2%	2.4%	1.3%	4.8%
Cc1cc(C(=O)N/N=C/c2cccn2C)no1	1.7%[10 µM]	-11.0%	-2.0%	-6.9%	-0.6%	6.4%	2.7%	12.7%
COc1ccc(N=C2SC(C(=O)Nc3ccc(F)cc3)CC(=O)N2C)cc1 (centres undefined)	13.6%[10 µM]	2.4%	1.7%	18.3%	6.1%	-8.2%	0.4%	-14.9%[2.34 µM]
CCOC(=O)c1cc(-c2ccco2)nc2c1c(C)nn2-c1ccccc1	-33.6%	-12.1%	-3.7%	-6.4%	-0.9%	-27.7%	0.6%	3.2%
COc1ccc(CCNCC(O)COc2cccc(Br)c2)cc1OC (centres undefined)	-3.4%[10 µM]	/	/	-11.0%	-1.9%	-10.9%	-1.6%	8.8%
NC(=O)c1cn(-c2ccccc2)nc1-c1cccnc1	12.8%[1.9 µM]	-4.8%	3.9%	-8.4%	5.1%	-0.8%	-4.4%	2.3%
Cc1ccc(NC(=O)/C(=C/c2cccc([N+](=O)[O-])c2)NC(=O)C2CCCCC2)cc1	-11.5%	-10.3%	/	-1.3%	6.7%	?	-0.6%	-5.3%
COc1ccccc1-[n+]1c(C)cc(/C=C2\Sc3ccccc3N2C)cc1C	-80.4%[inhibitor][10 µM]	?	/	i	2.9%	-25.2%	-2.9%	3.3%
N#Cc1ccc(C(c2nnnn2C2CCCC2)N2CCC(Cc3ccccc3)CC2)cc1 (centres undefined)	9.8%	-14.1%	-2.7%	-1.8%	7.7%	-9.5%	-1.4%	0.6%
CSc1ccc(/C=C(\C#N)C(=O)Nc2cccc(C)c2)cc1	6.9%[10 µM]	-11.9%	0.8%	-15.5%	-1.8%	-4.7%	-4.8%	-2.8%
Cc1[nH]c(=S)c(C#N)c2c1CCCC2	19.5%	-14.5%	/	-4.4%	-7.1%	-16.2%	-1.6%	-15.6%
CC(C)c1ccccc1Oc1c(C(F)(F)F)oc2c(CN3CCN(C)CC3)c(O)ccc2c1=O	/	-7.6%	/	/	5.3%	-15.4%	-3.0%	-8.2%
O=S(=O)(c1ccccc1)c1cnc(-c2ccccc2)nc1N1CCCCC1	-25.6%	-8.6%	34.2%[activator]	-8.9%	0.4%	-27.0%	-2.3%	-4.5%
Cc1nn(C)c(Sc2ccccc2N)c1[N+](=O)[O-]	17.9%[10 µM]	31.6µM*	-14.1%	i	-8.8%	-17.9%	-2.0%	?
Cc1cccc(NC(=O)Cc2cccs2)n1	-28.8%	6.0%	/	i	-29.5%	4.7%	-1.2%	2.8%
O=c1[nH]cc(-c2ccccc2)c(=O)[nH]1	-5.6%[10 µM]	0.9%	1.8%	17.0%	3.9%	-2.3%	-0.5%	-6.9%
CCC(=O)N/N=C(\C)CC(=O)Nc1ccc(Cl)cc1	/	-12.5%	2.5%	-14.6%	2.6%	-11.9%	-0.3%	-2.8%
COc1ccc(OC)c(NC(=O)CCCN2C(=O)C3C4C=CC(C4)C3C2=O)c1 (centres undefined)	-9.7%	2.0%	3.5%	-13.9%	0.3%	-4.1%	2.8%	-7.0%
CCc1nnc(NS(=O)(=O)c2ccc(NC(=S)NC(=O)c3cccnc3)cc2)s1	12.4%[10 µM]	-8.3%	7.0%	-6.6%	-6.0%	-4.7%	-2.2%	-5.4%
CCC1=NN(C(=O)CCc2ccccc2)C(O)(C(F)(F)F)C1 (centres undefined)	-21.4%	0.5%	-0.2%	-1.6%	-13.0%	-12.8%	-2.0%	-0.8%
Cc1cc(C(=O)NNC(=O)Nc2cccc(C(F)(F)F)c2)no1	8.4%[10 µM]	2.3%	8.2%	i	-8.3%	5.2%	-3.1%	2.7%
CCOC(=O)c1c(/N=C/C2C(=O)CCCC2=O)sc2c1CCCC2	-19.3%	12.3%	-3.6%	i	-7.4%	8.8%	-1.4%	-3.3%
CCOC(=O)Cc1nn[nH]n1	-1.4%[10 µM]	-3.9%	18.0%	-13.6%	-4.9%	5.1%	-1.6%	5.7%
O=C1OCC2=C1C(c1cccc(Cl)c1)CC(=O)N2c1ccc(C(F)(F)F)cc1 (centres undefined)	/	5.5%	/	/	0.8%	-5.5%	-0.4%	-3.4%

2 neighbouring entries out of the list so far:
mol	HTT cytoprotect	Tau ThT inhib	L3MBTL1 inh	RECQ1 helicase	TRb SRC2 PPI	Tau fluor counter	TexasRed fluor	Tau FP inhib
O=C(Nc1cccc(C(F)(F)F)c1)c1cc2nc(-c3ccccc3)cc(C(F)(F)F)n2n1	/	-7.2%	/	/	-10.7%	-8.6%	?	-8.3%
FC(F)(F)c1ccc(-c2nc(=S)[nH][nH]2)cc1	3.6%[10 µM]	/	/	3.6%	-0.1%	5.7%	-3.8%	-1.4%

(listing goes on)
mol	HTT cytoprotect	Tau ThT inhib	L3MBTL1 inh	RECQ1 helicase	TRb SRC2 PPI	Tau fluor counter	TexasRed fluor	Tau FP inhib
CC(=O)C1C(c2ccc(F)cc2)C2C(C)=NN=C2CC1(C)O (centres undefined)	-15.7%[10 µM]	7.3%	-10.7%	12.9%	-2.9%	2.5%	-0.7%	11.6%
COc1ccc(N2C(=O)S[C@@H]3CS(=O)(=O)C[C@@H]32)cc1	/	-4.9%	2.6%	-2.7%	-3.7%	-6.0%	1.0%	-5.6%
O=C(CC1C(=O)NCCN1Cc1cccc(Oc2ccccc2)c1)NCc1cccnc1 (centres undefined)	-6.9%[10 µM]	?	-21.6%	-2.6%	-3.2%	-21.5%	0.3%	-10.7%
CC1CCN(C(=O)C2c3ccccc3C(=O)N3CCc4ccccc4C23)CC1 (centres undefined)	1.0%	-17.8%	7.0%	-0.5%	4.3%	-17.6%	-3.9%	-6.4%
Cc1ccc(COc2cccc3cc(-c4noc(-c5ccc(C)cc5)n4)c(=O)oc23)cc1	/	-3.6%	/	/	-2.9%	-14.1%	2.2%	-16.2%
CCOC(=O)c1c(C)n(C)c2cc(Br)c(C(=O)OC)cc12	32.0%[10 µM]	-17.5%	4.8%	-0.5%	-13.5%	-17.1%	-2.5%	5.6%
CSc1ccc(CN(C)CC(=O)Nc2c(F)cccc2F)cc1	13.1%[10 µM]	-7.7%	0.6%	14.0%	0.8%	-11.7%	-0.8%	-9.4%
CC(C)(C)NC(=O)NC(=O)CN1CCC(Cc2ccccc2)CC1	-79.9%[inhibitor]	-11.0%	-15.0%	-5.8%	7.3%	-10.1%	-1.6%	0.7%
Cc1cccc(N2CCN(C(=O)c3oc(=O)c4ccccc4c3-c3ccccc3)CC2C)c1 (centres undefined)	/	-16.8%	/	/	3.8%	-20.6%	0.6%	-3.3%
Cc1ccc(NC(=S)N2CCOCC2)c(C)c1	-8.4%[10 µM]	-1.3%	2.5%	-0.6%	-4.5%	-0.2%	-6.4%	-4.0%
COc1ccc(C(=O)NC(NC(=O)c2ccc(OC)cc2)c2ccccc2F)cc1	-26.0%	12.4%	1.5%	i	-3.5%	9.6%	-0.9%	-19.1%
CN1CCN(CCc2nc3cc(NC(=O)c4ccco4)ccc3n2C)CC1	-10.7%[10 µM]	1.9%	-4.9%	0.0%	0.9%	7.1%	-2.4%	-0.3%
Cc1cc(SC(C)C(=O)O)nc2ccccc12 (centres undefined)	-0.5%[10 µM]	-4.8%	18.5%	-12.1%	0.8%	-4.3%	0.4%	5.2%
O=C1CCCCN1CCc1c[nH]c2ccccc12	5.4%[1.9 µM]	0.7%	0.9%	-2.5%	-19.3%	-5.8%	-0.2%	-1.6%
O=C(c1ccccc1Nc1ccc(SC(F)F)cc1)N1CCCCCC1	-81.5%[inhibitor]	-8.6%	38.9%[activator]	-9.5%	/	-14.4%	/	5.4%
COc1ccc(C2c3c(ccc4ccccc34)Oc3ncn4nc(-c5ccco5)nc4c32)cc1 (centres undefined)	-14.3%[10 µM]	-4.5%	6.3%	-2.6%	2.9%	-10.0%	-0.5%	1.2%

Compound activity deposited in PubChem by National Center for Advancing Translational Sciences (NCATS).
